Vif inh: inhibitors of HIV Vif. HEK293T cells, Vif self-association by quenched fluorescence, imaging, 24 h. inhibition, % at 7.49 µM. hit rate 0.35% among 340,000; in the data active means inhibition above about 50%, passing the limit was not always enough; further: some results filed as inactive read as strong as hits
SRC1 inh: inhibits human SRC1 coactivator. hit rate 0.12% among 360,000. HEK293 GAL4-SRC1 luciferase reporter, luminescence. Q15788. inhibition, % at 3.6 µM. AID 588354;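 active means inhibition above the campaign mean plus 3 SD, with each screening campaign given its own cutoff, cut at about 60% in these data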;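 further: 0% = DMSO treated cells and 100% = gossypol at 36 µM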
NR2F2 inh: NR2F2 (human) inhibition, primary screen | HEK293T NGFI-A luciferase reporter, luminescence | inhibition, % at 8.6 µM | hit rate 0.7% among 370,000 | AID 686940;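 active means inhibition above a per-plate cutoff, mean inhibition of test wells between control levels plus 3 SD, cut at about 38% in these data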;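 further: cells cotransfected with COUP-TFII expression vector driving the NGFI-A reporter; 0% = median of COUP-TF2 test wells and 100% = reporter-only cells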
NCOA2 inhibitor: inhibits human steroid receptor coactivator 2. hit rate 0.17% among 370,000. inhibition, % at 9 µM. Q15596. HEK293 GAL4-SRC2 luciferase reporter, luminescence;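 active means inhibition above the mean inhibition of all tested compounds plus 3 SD, set per campaign, cut at about 52% in these data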;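 further: 0% = DMSO treated cells and 100% = cells given Gossypol at 36 µM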
NOD2-RIPK2 inh: inhibitors of human NOD2-RIPK2 interaction | inhibition, % at 4.98 µM | AID 624267 | hit rate 0.38% among 360,000 | O43353 | CHO BLA complementation NOD2-RIPK2, CCF4 ratio; in the data active means inhibition above about 21%;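 further: 0% = vehicle only and 100% = reference blocker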
EBV LMP1 NFkB: reduces LMP1-driven NF-kappaB luciferase signal; inhibition, % at 12.5 µM; AID 504558; LMP1-induced NF-kappaB luciferase reporter cells, luminescence; hit rate 0.69% among 350,000; in the data active means inhibition above about 41%;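 further: 0% = neutral control wells and 100% = reference inhibitor control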
NR5A2 inv ag: inverse agonists of human LRH-1 (NR5A2); HEK293T StAR-luciferase reporter, LRH-1 transfected, 24 h; O00482; hit rate 0.13% among 360,000; inhibition, % at 3.6 µM;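 active means inhibition above the mean inhibition of all tested compounds plus 3 SD, cut at about 73% in these data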;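 further: 0% = DMSO wells and 100% = reporter-only cells lacking LRH-1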
C8 TRAIL sens: caspase-8 TRAIL sensitization; NB7+C8 cells + TRAIL, ATPlite viability luminescence; hit rate 1% among 360,000; inhibition (viability loss, TRAIL sensitization), % at 10 µM;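 active means compounds causing at least 50% loss of cell viability in the single-dose screen, relative to plate controls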
TROY signal inh: blocks TROY-dependent signaling in reporter cells. AID 1347056. inhibition, % at 10 µM. Q293 LMP1-TROYcd NF-kB luciferase reporter, 4 h. hit rate 0.98% among 360,000;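 active means compounds whose plate-normalised and pattern-corrected inhibition of the luciferase reporter signal at the single screening dose is 50% or more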
NCOA3 inh: human NCOA3 inhibition; Q9Y6Q9; HEK293 GAL4-SRC3 luciferase reporter, luminescence; inhibition, % at 3.6 µM; hit rate 0.17% among 360,000; AID 588352;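 active means inhibition above a per-campaign cutoff, the mean of all compounds plus 3 SD, cut at about 60% in these data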;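 further: 0% = DMSO-treated cells and 100% = gossypol-treated cells at 36 µM; higher means less SRC3-driven luciferase light from the GAL4 reporter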
TLR9-MyD88 inh: TLR9-MyD88 interaction inhibition. AID 504734. inhibition, % at 4.98 µM. Q9NR96+Q99836. hit rate 0.21% among 340,000. CHO BLA complementation TLR9-MyD88, CCF4 FRET ratio;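 active means inhibition above the mean over all tested compounds plus 3 SD, cut at about 21% in these data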;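 further: 0% = DMSO only wells and 100% = clavulanate BLA inhibitor control wells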
Target sequence (Q99836 whole entry, looked up): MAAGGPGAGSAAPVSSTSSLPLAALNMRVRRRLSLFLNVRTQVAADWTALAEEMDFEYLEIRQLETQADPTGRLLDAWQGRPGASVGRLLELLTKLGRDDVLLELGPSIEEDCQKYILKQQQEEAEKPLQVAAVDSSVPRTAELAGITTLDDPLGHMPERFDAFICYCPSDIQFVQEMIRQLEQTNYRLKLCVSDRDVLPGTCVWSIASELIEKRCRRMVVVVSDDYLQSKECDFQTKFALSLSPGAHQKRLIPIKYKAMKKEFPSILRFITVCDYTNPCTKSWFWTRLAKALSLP
Target sequence (Q9NR96 whole entry, looked up): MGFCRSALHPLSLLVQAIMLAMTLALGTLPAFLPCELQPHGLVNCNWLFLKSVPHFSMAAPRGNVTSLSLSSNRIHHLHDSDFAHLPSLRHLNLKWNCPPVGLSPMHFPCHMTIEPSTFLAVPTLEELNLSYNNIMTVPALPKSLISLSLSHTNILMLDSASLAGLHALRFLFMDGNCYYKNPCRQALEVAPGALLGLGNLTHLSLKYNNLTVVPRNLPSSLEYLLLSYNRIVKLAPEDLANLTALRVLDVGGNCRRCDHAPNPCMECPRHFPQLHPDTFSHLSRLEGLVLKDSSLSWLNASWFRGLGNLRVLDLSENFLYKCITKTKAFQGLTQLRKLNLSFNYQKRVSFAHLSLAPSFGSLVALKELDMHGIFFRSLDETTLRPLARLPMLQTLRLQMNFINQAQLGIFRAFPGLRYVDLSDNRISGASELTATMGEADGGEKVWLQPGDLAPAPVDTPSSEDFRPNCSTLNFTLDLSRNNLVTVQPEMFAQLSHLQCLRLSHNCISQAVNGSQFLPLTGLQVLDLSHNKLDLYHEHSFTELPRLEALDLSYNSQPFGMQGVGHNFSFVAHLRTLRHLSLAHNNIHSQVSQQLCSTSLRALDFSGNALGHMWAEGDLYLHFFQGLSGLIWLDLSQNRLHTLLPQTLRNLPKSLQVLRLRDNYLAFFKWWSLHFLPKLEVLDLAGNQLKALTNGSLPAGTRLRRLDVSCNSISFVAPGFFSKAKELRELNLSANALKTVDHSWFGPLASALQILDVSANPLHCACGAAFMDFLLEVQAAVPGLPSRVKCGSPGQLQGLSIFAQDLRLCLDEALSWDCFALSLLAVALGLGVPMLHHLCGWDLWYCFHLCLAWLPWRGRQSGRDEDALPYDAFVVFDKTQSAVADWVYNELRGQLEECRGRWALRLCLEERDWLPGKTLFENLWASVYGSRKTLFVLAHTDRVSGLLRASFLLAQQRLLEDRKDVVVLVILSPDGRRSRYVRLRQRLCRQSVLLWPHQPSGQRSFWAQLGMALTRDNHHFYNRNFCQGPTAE
Numbers without * were called inactive; . = not tested or not shown. Only part of the results is shown (hit frequency here may not be typical).

Values run as follows: NCOA2 inhibitor, SRC1 inh, TLR9-MyD88 inh, EBV LMP1 NFkB, NOD2-RIPK2 inh, Vif inh, NR2F2 inh, NR5A2 inv ag, C8 TRAIL sens, NCOA3 inh, TROY signal inh
1: COc1ccc(OC)c(CCNC(=O)c2ccc3c(c2)N(Cc2ccc(F)cc2)CCS3)c1
 : ., -6, 1, -10, 3, -13, ., -6, 28, 15, 17
2: Fc1ccc(N2CCN(Cc3cnc(N4CCOCC4)s3)CC2)cc1
 : 6, 0, -8, -4, -9, -1, 4, 2, -20, 12, 11
3: O=C(NCc1nc2ccccc2[nH]1)c1cc2ccccc2oc1=O
 : -2, -4, -2, -2, 8, 4, 8, -1, 13, -7, 36
4: COc1ccc(CNS(=O)(=O)c2ccc3c(c2)CC(C)N3C(=O)C2CC2)cc1 (stereo not drawn)
 : 6, 5, 6, 5, 7, 0, -1, 11, 3, 3, 2
5: Cc1nc(-c2noc(-c3ccc(Cl)cc3)n2)c(C(F)(F)F)o1
 : 6, -7, 3, -6, -10, 7, 5, -5, -14, -1, -25
6: O=C(CC1SC(N2CCCC2)=NC1=O)Nc1ccc(C(=O)NCCc2ccc(F)cc2)cc1 (stereo not drawn)
 : 8, -21, -3, -6, 0, 0, -1, -27, -11, -81, -5
7: CCNC(=O)C1(C)CCCCN1Cc1ccc(C#N)cc1 (stereo not drawn)
 : -21, 10, ., ., -2, 1, 1, 3, -14, 6, 10
8: CCC(=O)Nc1ccc(C(=O)CSc2nnc(-c3ccc(NS(=O)(=O)CC)cc3)o2)cc1OC
 : 8, -16, 3, 9, -2, 3, -7, -2, 8, 2, 2
9: Cc1ccc(CNC(=O)c2ccc(N3CCC4(CC3)CC(c3cccc(Br)c3)=NO4)c(NC(=O)c3c(Cl)cccc3Cl)c2)cc1
 : -31, 2, 6, -1, 4, -3, -5, -11, -19, -29, -28
10: Cn1c(=O)c2cc(S(=O)(=O)NC(Cc3ccccc3)C(=O)NCc3ccco3)ccc2n(C)c1=O (stereo not drawn)
 : -6, -3, -5, -4, -14, -1, 3, -1, 7, 1, 5

The list goes on.
Values run as follows: NCOA2 inhibitor, SRC1 inh, TLR9-MyD88 inh, EBV LMP1 NFkB, NOD2-RIPK2 inh, Vif inh, NR2F2 inh, NR5A2 inv ag, C8 TRAIL sens, NCOA3 inh, TROY signal inh
11: CC(=O)NC(Cc1cccc(F)c1)C(=O)NC1CCN(C(=O)Nc2ccc(C)cc2)CC1 (stereo not drawn)
 : -25, 17, 16, 1, -4, -8, 2, 0, -2, 7, 6
12: Cc1ccc(S(=O)(=O)N2CCCCC2C)cc1[N+](=O)[O-] (stereo not drawn)
 : 17, -7, -3, -3, 0, 7, -7, 4, 1, -18, 9
13: Cc1ccc(/C=N/NC(=O)c2ccco2)s1
 : -35, -60, 3, -23, 5, -6, -45, -93, 15, -60, -78
14: COc1cccc(C2CC(c3ccccc3Cl)n3nnnc3N2)c1 (stereo not drawn)
 : 9, 2, 2, 6, 5, ., 9, 2, -7, 3, -37
15: Cc1ccc(C(=O)C(C)OC(=O)Cn2[nH]c(=O)c3ccccc3c2=O)cc1C (stereo not drawn)
 : -3, -8, -5, 7, -3, 12, -1, 0, -23, 7, 0
16: CCS(=O)(=O)CCSC(=N)N
 : -1, -12, 4, -9, -7, 0, 4, -2, 11, 7, 37
17: Cc1cc(OCC(=O)NCCO)cc(C)c1Cl
 : 7, 14, 6, -6, -8, 7, 19, 8, 6, 17, 5
18: O=C(NCCc1ccccc1)C(=S)N1CCCCC1
 : 3, -1, -4, -1, 5, 4, 4, -7, -12, 12, -1
19: CC1CCc2sc(C(=O)NC3CCCCC3)cc2C1 (stereo not drawn)
 : -53, -81, -9, -30, -10, 0, -24, -113, 19, -73, -77
20: CCCC(c1nnnn1C(C)(C)CC)N(CCCO)Cc1cc2cc(C)cc(C)c2[nH]c1=O (stereo not drawn)
 : -4, -3, -3, 0, -4, -2, 13, 11, -16, -4, -14

Further structures:
Values run as follows: NCOA2 inhibitor, SRC1 inh, TLR9-MyD88 inh, EBV LMP1 NFkB, NOD2-RIPK2 inh, Vif inh, NR2F2 inh, NR5A2 inv ag, C8 TRAIL sens, NCOA3 inh, TROY signal inh
21: CCOC(=O)c1sc(NC(=S)NC(=O)C23CC4CC(CC(C4)C2)C3)cc1C
 : -1, -9, -6, -11, -4, 1, 4, 1, 17, 13, -28
22: CCC/C=N/NC(=O)c1cccc(Br)c1
 : -24, -26, 7, -1, 1, -1, -38, -40, -6, -14, -30
23: O=C(CCc1nnc(CCC2CCCCC2)o1)NCCc1cccnc1
 : 15, -26, -9, -10, -23, ., -36, 1, -11, 2, -4
24: CCCN1Cc2cccc(C(=O)NCc3ccc(C)cc3)c2C1=O
 : 12, 1, -4, 2, 3, -17, -2, 0, 0, 11, 7
25: Cc1noc(/C=C/N(C)C)c1S(=O)(=O)N1CCCC(C(=O)Nc2ccccc2F)C1 (stereo not drawn)
 : -1, 21, 13, -2, -5, 12, 1, -13, 2, -5, -12
26: Cc1n[nH]c(=O)c2c(NC(=O)CSc3nc4ccccc4c(=O)n3C(C)C)oc(C)c12
 : -21, -19, -1, 1, -12, 2, -4, -31, 2, 8, 0
27: O=C(CCn1cnc2ccccc21)N=Nc1c(O)[nH]c2ccccc12
 : -11, -20, 9, 1, -14, -2, -2, -17, 8, 13, -2
28: NS(=O)(=O)c1ccc(CCNC(=O)CSc2nc3ccsc3c(=O)n2CC2CCC(C(=O)O)CC2)cc1 (stereo not drawn)
 : -6, -23, -2, 5, -6, 2, -8, -2, 1, -16, -9
29: CC(=O)Nc1ccc(C)c([N+](=O)[O-])c1
 : 12, -6, 5, -3, 5, 9, 5, 13, 1, 4, -3
30: COc1ccc(C2c3[nH]c4ccccc4c3C[C@H]3C(=O)N(CC(C)C)CC(=O)N23)c(OC)c1 (stereo partly drawn)
 : -3, -6, -9, 7, 7, -10, 8, 0, -6, -27, -9

Continued.
Values run as follows: NCOA2 inhibitor, SRC1 inh, TLR9-MyD88 inh, EBV LMP1 NFkB, NOD2-RIPK2 inh, Vif inh, NR2F2 inh, NR5A2 inv ag, C8 TRAIL sens, NCOA3 inh, TROY signal inh
31: CC(C)Cc1nnc(NC(=O)c2cc(-c3ccccc3)nc3ccccc23)s1
 : -16, 12, -6, 0, 3, -26, -21, 6, 0, -1, 15
32: O=S1(=O)CC(N2CCCCC2)C(N2CCCCC2)C1 (stereo not drawn)
 : 26, 10, -1, 51*, 3, -5, -6, -10, -10, 0, -1
33: CC(=O)C1CCC2C(CCC3=CC(=O)CCC32)C1 (stereo not drawn)
 : 5, 4, ., ., 0, 37, -9, 18, -3, -18, -8
34: COc1cccc(CN(C)C(=O)c2[nH]c(C)c(C(C)=O)c2C)c1OC
 : 15, 7, -4, 20, -4, -11, 19, 8, 10, 16, 5
35: O=C(N/N=C/c1ccncc1)/C(=C/c1ccccc1)NC(=O)c1ccccc1
 : -27, -43, 6, 9, 5, ., 1, -16, -22, 20, -8
36: CC(C)Cn1c(N)c(C(=O)COC(=O)Cc2cccc(C(F)(F)F)c2)c(=O)n(C)c1=O
 : 10, 2, -8, -1, 10, -6, 3, 8, 8, -1, 26
37: Cc1ccc(CCN2CCN=C2Nc2ccccc2)cc1
 : -18, -5, -4, 6, -8, 3, 19, 27, -32, -9, 8
38: O=C(NC1CCCCCCC1)c1ccc2c(c1)N(Cc1ccc(F)cc1)C(=O)CS2=O (stereo not drawn)
 : -40, -4, -7, -7, -1, ., -25, -17, -9, 15, 8
39: COc1ccc(C(=O)OCCN2CCOCC2)cc1
 : 0, -10, 10, -6, -10, 1, -11, -3, -17, -20, -30
40: CC(C)CN(C(=O)CN1CCN(c2ccccc2F)CC1)c1c(N)n(CC(C)C)c(=O)[nH]c1=O
 : 15, 5, 5, -2, -2, 7, 3, -17, 2, -1, -15

Continuation:
Values run as follows: NCOA2 inhibitor, SRC1 inh, TLR9-MyD88 inh, EBV LMP1 NFkB, NOD2-RIPK2 inh, Vif inh, NR2F2 inh, NR5A2 inv ag, C8 TRAIL sens, NCOA3 inh, TROY signal inh
41: CCOC(=O)c1c(NC(=O)C(C)Sc2c[nH]c3ccccc23)sc2c1CCC2 (stereo not drawn)
 : 14, -4, 7, -21, -7, 0, -16, 2, 3, 2, 18
42: CCN1CCN(C(=O)CN(CCc2ccccc2)S(C)(=O)=O)CC1
 : 13, 7, 8, 2, -10, -3, 1, 18, -3, -5, -22
43: O=C(OCC(=O)N1CCCCC1)c1cc2ccccc2cc1O
 : -2, -63, -4, -2, 4, 2, -20, -32, 1, -11, -25
44: O=C(NC1CCCN(Cc2ccc(Cl)cc2)C1)c1cccc(N2CCCC2=O)c1 (stereo not drawn)
 : 2, -15, -1, 3, -1, -4, 11, 18, -10, -2, 11
45: O=C(O)CCc1nn2c3ccccc3n(Cc3ccccc3)c2nc1=O
 : -19, -5, -8, 1, -13, 1, 0, -1, 0, 8, 2
46: O=[N+]([O-])c1ccc(O)c(C=Nc2cccc3ccccc23)c1
 : 11, -5, -7, -11, 1, -5, 7, 9, 16, -1, 36
47: O=C(CCNC(=O)N1CC(=O)Nc2ccccc21)NCc1ccccc1
 : -17, -11, 1, 9, -1, ., 20, -20, -10, 3, -3
48: COc1ccc(C)cc1NC(=O)CN(C)S(=O)(=O)c1ccc2c(c1)CC(C)N2C(C)=O (stereo not drawn)
 : 14, 6, 3, 0, 6, 9, -8, -1, 11, -2, -2
49: O=C1c2cccc3cccc(c23)N1Cc1ccc(F)cc1
 : 15, -5, 6, -11, -3, 12, 7, 15, 2, 13, 0
50: COc1ccc(CNc2nc3ccccc3n2Cc2ccccc2)cc1OC
 : -29, 5, -3, 6, -15, ., 19, -14, -4, 17, 10

(cont.)
Values run as follows: NCOA2 inhibitor, SRC1 inh, TLR9-MyD88 inh, EBV LMP1 NFkB, NOD2-RIPK2 inh, Vif inh, NR2F2 inh, NR5A2 inv ag, C8 TRAIL sens, NCOA3 inh, TROY signal inh
51: Clc1ccc(/C=C/c2nc3ccccc3[nH]2)cc1
 : -3, -88, 2, 19, 5, 0, -2, -151, 88*, -65, 16
52: CCOCCOC(=O)NCCCCCCNC(=O)OCCOCC
 : 8, 4, 2, 2, -4, -26, 7, 14, 3, 3, -10
53: COC(=O)c1ccc(COc2ccc(C)cc2[N+](=O)[O-])o1
 : -79, -96, ., -16, -4, -5, -7, -72, 4, -24, -45
54: CCn1cc(C2C3=C(CC(C)(C)CC3=O)N(c3ccccc3)C3=C2C(=O)CC(C)(C)C3)c(C)n1
 : -54, 1, 3, 7, 5, 10, 5, 12, 19, 11, 20
55: CCOC1=C2CN(S(=O)(=O)c3ccc(C)cc3)[C@@H](c3ccccc3)C[C@H]2[C@H]2C(=O)N(c3ccccc3)C(=O)[C@H]2C1
 : -2, 6, ., ., 17, 15, -9, 0, -1, 6, 8
56: CCOc1ccc2[nH]c(C(=O)N/N=C/c3ccc(OC)cc3)cc2c1
 : -10, -6, -7, 8, 9, ., -40, 8, 25, -8, 15
57: Cc1ccc(NC(=O)CCn2c(=O)c3cccn3c3ccccc32)cc1C
 : 2, -14, -1, 1, -7, -2, -11, -11, -13, -2, -15

Compound activity deposited in PubChem by several laboratories.
